Cardio protect – myocardial damage modulation in H9c2 cells; H9c2 cardiomyocytes, H2O2 injury protection, ATPLite, 2 h; protection from H2O2 cell death, % at 20 µM; actives 0.63% (n = 360,000); AID 588492;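 active = compounds giving at least 50% protection of heart cells from peroxide-induced death in the single-dose screen, raw or plate-pattern-corrected value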;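 also: 0% = DMSO wells with peroxide and 100% = DMSO wells without peroxide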
HTR2A ag – mouse HTR2A agonism via beta-arrestin recruitment | P35363 | CHO-K1 mHTR2A beta-arrestin complementation, luminescence; percent of 30 µM serotonin response | activation, % at 7.6 µM | actives 0.66% (n = 360,000) | AID 624169;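 active = activation above a run cutoff, the mean activation of all tested compounds plus 3 SD, cut at about 14% in these data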;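 also: 0% = plate median of compound wells and 100% = 30 µM serotonin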
Target sequence (P35363 whole entry, looked up): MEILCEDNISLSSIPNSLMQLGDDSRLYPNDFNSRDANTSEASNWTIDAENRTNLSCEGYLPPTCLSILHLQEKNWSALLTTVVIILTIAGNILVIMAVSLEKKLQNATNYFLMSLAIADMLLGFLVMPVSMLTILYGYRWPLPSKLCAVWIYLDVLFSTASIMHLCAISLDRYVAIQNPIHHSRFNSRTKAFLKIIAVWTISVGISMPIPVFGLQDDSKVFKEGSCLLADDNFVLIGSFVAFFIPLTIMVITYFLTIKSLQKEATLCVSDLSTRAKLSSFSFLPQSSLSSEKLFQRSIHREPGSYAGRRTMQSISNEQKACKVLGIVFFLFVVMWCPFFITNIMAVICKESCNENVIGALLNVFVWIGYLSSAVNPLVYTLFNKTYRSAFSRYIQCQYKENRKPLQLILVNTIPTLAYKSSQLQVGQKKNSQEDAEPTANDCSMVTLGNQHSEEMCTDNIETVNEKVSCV
ABCB6 inh 2 – human ABCB6 transporter inhibition. K562-ABCB6 porphyrin accumulation, flow cytometry, 1 h; stronger effect = lower value. fluorescence ratio to DMSO, % at 10 µM. actives 0.19% (n = 360,000). AID 602162;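 active = fluorescence ratio to DMSO below 75%, the collection mean minus 3 SD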;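 also: signal is porphyrin accumulated inside mitochondria; 100% equals median channel fluorescence of DMSO control wells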
N-glyco inh – blocks N-linked glycosylation in D54 reporter cells. D54 ERlucT glycosylation luciferase reporter, 24 h; percent of 100 nM tunicamycin response. reporter increase, % at 12.5 µM. actives 0.23% (n = 360,000);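 active = mean luciferase reporter signal, scaled so untreated is 0 and the glycosylation-blocking control 100, at or above a set limit in every replicate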;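 also: luciferase carries N-glycosylation sites so blocking glycosylation raises the light; 0% = median of neutral control wells and 100% = median of 100 nM tunicamycin wells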
MC4R ag barr – human MC4R agonism via beta-arrestin | activation, % at 8.9 µM | U2OS MC4R beta-arrestin complementation, luminescence; percent of melanotan II response, DMSO zero | actives 0.98% (n = 360,000) | AID 540308;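 active = activation above a per-plate cutoff, the mean activation of sample wells on that plate plus 3 SD, cut at about 8% in these data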
Target sequence (P32245 whole entry, looked up): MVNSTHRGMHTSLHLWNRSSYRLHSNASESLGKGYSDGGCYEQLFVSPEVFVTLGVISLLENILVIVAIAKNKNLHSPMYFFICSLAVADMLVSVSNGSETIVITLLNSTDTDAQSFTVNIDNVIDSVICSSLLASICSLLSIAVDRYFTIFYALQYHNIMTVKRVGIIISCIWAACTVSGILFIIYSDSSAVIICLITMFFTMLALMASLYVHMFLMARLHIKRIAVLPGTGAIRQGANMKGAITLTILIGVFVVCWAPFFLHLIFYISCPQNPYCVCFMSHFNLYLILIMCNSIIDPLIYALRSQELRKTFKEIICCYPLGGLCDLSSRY
MC4R antag cAMP – human MC4R antagonism in cAMP assay. P32245. MC4R-expressing cells, MTII-stimulated cAMP, LANCE TR-FRET. inhibition, % at 6.5 µM. actives 0.48% (n = 360,000). AID 540295;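 active = inhibition above its plate's cutoff, the mean of tested wells on that plate plus 3 SD, cut at about 29% in these data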;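 also: 0% = Melanotan II alone and 100% = Melanotan II plus saturating MCL0020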
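System – human MC4R-expressing U2OS cells · Also added – Melanotan II · Dosing – one concentration, 6.5 µM nominal · Timing – 30-min compound, 1-h challenge, 1-h detection, room temperature · Measured by – Eu-cAMP/anti-cAMP TR-FRET, emission 671 nm · Replicates – singlicate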
ABHD5 PLIN5 PPI – ABHD5-PLIN5 protein interaction inhibition; Q00G26+Q8WTS1; Split G. princeps luciferase complementation, luminescence, 4 h; inhibition, % at 4 µM; actives 0.78% (n = 360,000); AID 602281;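 active = inhibition above the mean inhibition across every tested compound plus 3 SD, cut at about 22% in these data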;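 also: 0% = DMSO only wells and the 100% control is not disclosed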
hiPSC survival – increases survival of single human iPS cells | hiPSC single-cell survival, ATPlite luminescence; 100% = ROCK inhibitor wells, 0% = DMSO | survival enhancement, % at 20 µM | actives 0.044% (n = 360,000) | AID 602274; in the data active = survival enhancement above about 18%;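 also: cells exposed to compounds for 16 hours before the ATP read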
Exocytosis inh – blocks lytic granule exocytosis | actives 0.66% (n = 360,000) | inhibition, % at 10 µM | AID 651702 | TALL-104 LAMP-1 surface exposure, flow cytometry; cells stimulated with thapsigargin and PMA;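 active = inhibition above about 55%, limit read from the data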
aDG glyco act – alpha-DG glycosylation activation. actives 0.22% (n = 360,000). Pro5-aDG cells, alpha-DG glycosylation AlphaScreen (IIH6); 0% Pro5, 100% B10-LARGE cell signal. AID 624168. activation, % at 10 µM;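 active = activation of at least 8% versus controls, or a plate z-score of at least 8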;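 also: Pro5 are CHO cells carrying HIG-tagged alpha-DG that lacks glycosylation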
* marks the source's active call; other numbers are inactive results; nt = no result given.

SMILES | Cardio protect | HTR2A ag | ABCB6 inh 2 | N-glyco inh | MC4R ag barr | MC4R antag cAMP | ABHD5 PLIN5 PPI | hiPSC survival | Exocytosis inh | aDG glyco act
Cc1nnc(NC(=O)c2oc3c(ccc4ccccc43)c2C)s1 | 24 | 10 | 99 | 2 | 3.2 | -2 | 3 | 2.4 | -1 | -0.3
NNC(=O)c1nnsc1-c1csnn1 | 12 | 2 | 101 | 2 | -3.3 | 6 | -6 | 0.7 | -4 | -0.3
CCCCNC(=S)NNC(=O)CCn1nc(C)c(Br)c1C | 2 | -27 | 88 | -1 | -3.3 | -6 | 3 | 0.3 | -6 | 0.3
CS(=O)(=O)n1nc(-c2ccc(Cl)cc2)nc1SCc1ccccc1 | -17 | -7 | 102 | -1 | -2.1 | 0 | -7 | 4.1 | -2 | 0.1
Cc1ccc(-c2nn(CC(=O)NCc3ccccn3)c(=O)c3ccccc23)cc1S(=O)(=O)N(C)C | 12 | -2 | 91 | 0 | -0.3 | -2 | 0 | -1.2 | -2 | -0.3
CC(C)N(Cc1nc(-c2ccccc2)no1)C(=O)CN(C)S(=O)(=O)c1ccccc1 | -5 | -3 | 103 | -2 | 0.3 | -2 | 13 | -1.8 | 4 | 0.6
CC1=C(C(=O)OCC2CCCO2)C(c2ccc(Cl)cc2)NC(=O)N1 (stereo unspecified) | 0 | 6 | 105 | 2 | -1.6 | 10 | 5 | -0.3 | 2 | 0.5
O=C(NCc1ccco1)/C(=C/c1cccnc1)NC(=O)c1ccco1 | 2 | 2 | 103 | 1 | -0.9 | 4 | 2 | -1.4 | 3 | -0.1
COCCCNC(=S)NNC(=O)c1ccc2c(c1)OCO2 | -11 | 1 | 108 | 2 | -2.5 | 6 | 3 | -3.4 | 8 | -0.2
CN(C)c1ccc(NC(=O)c2cccc([N+](=O)[O-])c2)c2ccccc12 | -7 | -1 | 142 | 5 | -0.3 | 5 | -17 | -0.5 | -6 | -0.1
O=C1c2ccccc2C(=O)C1c1ccc(Br)cc1 | -17 | 0 | 97 | -1 | 0.0 | 7 | 1 | -0.5 | 3 | 0.4
CC(=O)N(C)c1ccc(C=C2C=Cc3ccccc32)cc1 | -16 | -3 | 102 | -17 | -2.3 | 8 | 12 | -2.1 | -20 | 2.0
Cc1ccc(S(=O)(=O)N2[C@H](CC(=O)c3cccc4ccccc34)OC[C@@H]2C(C)C)cc1 | nt | -2 | nt | nt | nt | nt | -1 | nt | 3 | -0.2
O=C(CNC(=O)c1ccccc1)OC1CCCCC1 | -2 | -4 | 105 | -4 | -1.1 | 12 | -2 | -0.7 | 0 | 0.0
Cn1nnnc1SCc1csc(Nc2ccccc2)n1 | 6 | 6 | 91 | 1 | -0.9 | 0 | -11 | 4.5 | -1 | 0.2
CCCCCCn1c(=O)n2n(c1=O)[C@@H]1CN(S(=O)(=O)c3ccc(C)cc3)C[C@]1(O)[C@@H](OC(=O)NCC1CCCCC1)C2 | 0 | 4 | 109 | -4 | 5.5 | 7 | -20 | -1.6 | 4 | 0.0
O=C(CCC(=O)Nc1ccc(F)cc1)N/N=C/c1ccc(F)cc1 | 6 | 1 | 105 | 0 | -0.5 | 1 | 0 | -0.4 | -3 | -0.1
CCOC(=O)C1(CCCc2ccccc2)CCN(CC(O)CO)CC1 (stereo unspecified) | 3 | -3 | 94 | -4 | -0.4 | 9 | 2 | -1.2 | 4 | -0.3
COc1cc2c(C(=O)O)c(C)n(-c3ccccc3)c2c2ccccc12 | 2 | -3 | 90 | 0 | 1.9 | -8 | -12 | -0.1 | 3 | 0.1
CCc1cc(=O)oc2cc3occ(C)c3cc12 | 3 | -1 | 101 | -1 | -1.4 | -1 | 1 | 1.2 | -2 | 0.2

Fetched by compound from above (5):
SMILES | Cardio protect | HTR2A ag | ABCB6 inh 2 | N-glyco inh | MC4R ag barr | MC4R antag cAMP | ABHD5 PLIN5 PPI | hiPSC survival | Exocytosis inh | aDG glyco act
O=C1c2ccccc2C(=O)C1c1ccc(Br)cc1 | -17 | 0 | 97 | -1 | 0.0 | 7 | 1 | -0.5 | 3 | 0.4
CN(C)c1ccc(NC(=O)c2cccc([N+](=O)[O-])c2)c2ccccc12 | -7 | -1 | 142 | 5 | -0.3 | 5 | -17 | -0.5 | -6 | -0.1
CCc1cc(=O)oc2cc3occ(C)c3cc12 | 3 | -1 | 101 | -1 | -1.4 | -1 | 1 | 1.2 | -2 | 0.2
CCCCNC(=S)NNC(=O)CCn1nc(C)c(Br)c1C | 2 | -27 | 88 | -1 | -3.3 | -6 | 3 | 0.3 | -6 | 0.3
CC1=C(C(=O)OCC2CCCO2)C(c2ccc(Cl)cc2)NC(=O)N1 (stereo unspecified) | 0 | 6 | 105 | 2 | -1.6 | 10 | 5 | -0.3 | 2 | 0.5

New compounds follow
SMILES | Cardio protect | HTR2A ag | ABCB6 inh 2 | N-glyco inh | MC4R ag barr | MC4R antag cAMP | ABHD5 PLIN5 PPI | hiPSC survival | Exocytosis inh | aDG glyco act
NCc1ccccc1 | 4 | 1 | 95 | 1 | -0.6 | 9 | -2 | 0.2 | -2 | 0.1
C[C@H](CO)N1C[C@H](C)[C@@H](CN(C)Cc2ccc3c(c2)OCCN3C)OCc2cnnn2CCCC1=O | -2 | 0 | 97 | 3 | -1.5 | 6 | 6 | 0.8 | -3 | 0.1
Cc1cccc(N(C(=O)Cc2cccs2)C(C(=O)NC2CCCC2)c2ccncc2)c1 (stereo unspecified) | 2 | 7 | 96 | -2 | -1.2 | -2 | 4 | 0.4 | 0 | -0.2
Cc1ncc([N+](=O)[O-])n1CC(=O)N/N=C/c1ccccc1F | 10 | 0 | 86 | 2 | -2.4 | -4 | 4 | -1.1 | 2 | 0.1
CC1=C(C(=O)N(C(C)C)C(C)C)CC(CC(=O)NC2CCCCC2)C(=O)N1CCC1=CCCCC1 (stereo unspecified) | 3 | 1 | 92 | -2 | nt | nt | -2 | 0.3 | 0 | 0.2
COC(=O)C(C)Sc1ccc2nnc(-c3ccc(F)cc3)n2n1 (stereo unspecified) | 3 | -1 | 97 | 3 | -0.5 | 6 | 3 | 4.8 | 0 | 0.2
COCCNc1cc(C)nc2ccccc12 | 10 | 0 | 96 | 4 | -0.3 | -1 | 2 | 3.7 | -2 | 0.2
COc1ccc(C(=O)Nc2cc(-c3ccc(C)cc3)no2)cc1 | -6 | 4 | 99 | -3 | 9.8* | -1 | 8 | 0.1 | 14 | 0.1
CN(C)c1ccc(C=Cc2cnccn2)cc1 | -20 | -5 | 97 | -16 | -1.4 | -17 | -1 | -4.6 | 3 | 0.0
O=C(COC(=O)C1(c2ccc(Cl)cc2)CCCC1)N1CCc2ccccc21 | -11 | 3 | 98 | -3 | -2.0 | -1 | -2 | 1.7 | -3 | 0.4
CCCC(CCC)C(=O)NNc1cc(=O)c2c(=O)n(C)c(=O)n(C)c2[nH]1 | 9 | -3 | 90 | 5 | 0.3 | 5 | -2 | 6.4 | 2 | 0.6
Cc1cc(F)ccc1S(=O)(=O)Nc1nc2ccccc2nc1Cl | -8 | 7 | 94 | 1 | -0.4 | 8 | -4 | 0.1 | -6 | 0.0
COC(=O)Nc1ccc(S(=O)(=O)N2CCCCC2)cc1 | 7 | 0 | 97 | 0 | -1.2 | -2 | -3 | 0.4 | 12 | 0.0
COc1ccc(N2CCN(S(=O)(=O)CCNC(=O)C3CC3)CC2)cc1 | 1 | -3 | 102 | 0 | 1.3 | 3 | -8 | -0.5 | -4 | 0.0
COc1ccc(S(=O)(=O)NNC(=O)Cc2csc(C)n2)cc1[N+](=O)[O-] | 9 | 2 | 98 | -1 | 2.4 | 8 | 10 | -0.1 | 0 | 0.7
CC1CCC(=NNS(=O)(=O)c2ccc([N+](=O)[O-])cc2)CC1 (stereo unspecified) | 9 | -6 | 87 | 2 | -0.9 | 0 | 3 | -1.8 | 2 | 0.1
O=C(Nc1ccccc1Cl)Oc1ccc(Cl)cc1Cl | -11 | -2 | 97 | -1 | -0.5 | -4 | -5 | 0.1 | -11 | -0.1
S=C(NCc1ccccc1)NCc1ccccc1 | 5 | -2 | 100 | 1 | 0.8 | 8 | 4 | -1.5 | -7 | 0.0
Cc1ccc(S(=O)(=O)N(C)C)cc1NC(=S)NNC(=O)C(N)=O | 1 | 2 | 96 | 1 | -2.1 | -3 | 0 | 0.8 | -1 | -0.3
CC(C)NC(=O)c1onc(CSc2ccc(F)cc2)c1C(=O)O | 0 | -3 | 98 | 1 | -0.9 | 10 | 5 | 0.6 | -5 | 0.3

Reformatted: results already given
> COC(=O)C(C)Sc1ccc2nnc(-c3ccc(F)cc3)n2n1 (stereo unspecified)
  Cardio protect: 3
  HTR2A ag: -1
  ABCB6 inh 2: 97
  N-glyco inh: 3
  MC4R ag barr: -0.5
  MC4R antag cAMP: 6
  ABHD5 PLIN5 PPI: 3
  hiPSC survival: 4.8
  Exocytosis inh: 0
  aDG glyco act: 0.2

> COc1ccc(N2CCN(S(=O)(=O)CCNC(=O)C3CC3)CC2)cc1
  Cardio protect: 1
  HTR2A ag: -3
  ABCB6 inh 2: 102
  N-glyco inh: 0
  MC4R ag barr: 1.3
  MC4R antag cAMP: 3
  ABHD5 PLIN5 PPI: -8
  hiPSC survival: -0.5
  Exocytosis inh: -4
  aDG glyco act: 0.0

Next records:
SMILES | Cardio protect | HTR2A ag | ABCB6 inh 2 | N-glyco inh | MC4R ag barr | MC4R antag cAMP | ABHD5 PLIN5 PPI | hiPSC survival | Exocytosis inh | aDG glyco act
O=C(COC(=O)c1cccc(F)c1)NCCC1=CCCCC1 | -3 | -6 | 95 | -2 | -1.4 | 1 | -3 | 5.9 | -1 | 0.3
N/C(=N\c1nc(CSc2ccccn2)cc(=O)[nH]1)Nc1ccc(Cl)cc1Cl | -5 | -8 | 97 | -1 | 0.3 | 5 | -2 | 0.4 | 8 | 0.2
Cc1cc2c(nn1)CCc1nonc1-2 | 0 | 4 | 103 | 2 | -0.2 | 9 | -3 | -2.3 | 3 | 0.1
O=C(O)C1C(=O)NCC1c1ccccc1 (stereo unspecified) | 5 | -1 | 99 | 2 | -1.1 | 0 | 3 | -0.1 | 1 | 0.0
Nc1ccc2oc3ccccc3c2c1 | -2 | 7 | 96 | 1 | -1.8 | 12 | 5 | -1.4 | 1 | -0.1
Cc1c(C(=O)Nc2cccnc2Cl)oc2ccccc12 | -3 | 2 | 98 | -1 | 11* | 1 | 3 | -0.4 | 8 | 0.2
CC(=O)c1cc(C(c2csc(C(C)=O)c2)c2csc(C(C)=O)c2)cs1 | 16 | 0 | 101 | -2 | -1.1 | 5 | 3 | -0.1 | -1 | 0.0
C[C@]12CCC3C(CC=C4C[C@@H](O)CC[C@@]43C)C1CCC2[C@]1(C)CCC(=O)O1 (stereo partly specified) | 2 | 2 | 97 | 1 | -0.7 | 6 | -1 | 0.6 | 2 | 0.2
